Bioassay records (PubChem BioAssay)
esBAF inh: Bmi1 luciferase reporter increase in mESCs, primary screen, esBAF inhibitor project, mouse ES cells, Bmi1 luciferase knock-in, single point. reporter increase, % at 12.5 µM. 24 h; 100% = twice the neutral-well signal. hit rate 2% among 350,000; in the data active = activation above about 40%;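 also: 0% = median of the plate's neutral control wells and 100% = double that signal; a rise in the Bmi1 reporter signal indicates esBAF inhibition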
ERp5 inh: inhibitors of ERp5-driven insulin aggregation, primary screen, biochemical, turbidity, absorbance 650 nm, single point. hit rate 0.05% among 350,000. Protein disulfide-isomerase A6 (Homo sapiens), Q15084. inhibition, % at 9.99 µM. 90 min;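 active = mean replicate inhibition above about 25%, with every replicate also reaching it, limit read from the data, passing the limit was not always enough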
ERAP1 inh: human ERAP1 aminopeptidase inhibitors, primary screen, biochemical, single point, plate reader; Endoplasmic reticulum aminopeptidase 1 (Homo sapiens), Q9NZ08; recombinant ERAP1, Leu-AMC fluorescence, 60 min; inhibition, % at 10.7 µM; hit rate 0.15% among 340,000;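 active = mean replicate inhibition of at least 30%, or all replicates individually reaching that 30% level; inactive = mean below 30% and not every replicate reaching it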;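 also: 0% = neutral control wells and 100% = L-leucinethiol positive control wells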
Target sequence (Q9NZ08 whole entry, looked up): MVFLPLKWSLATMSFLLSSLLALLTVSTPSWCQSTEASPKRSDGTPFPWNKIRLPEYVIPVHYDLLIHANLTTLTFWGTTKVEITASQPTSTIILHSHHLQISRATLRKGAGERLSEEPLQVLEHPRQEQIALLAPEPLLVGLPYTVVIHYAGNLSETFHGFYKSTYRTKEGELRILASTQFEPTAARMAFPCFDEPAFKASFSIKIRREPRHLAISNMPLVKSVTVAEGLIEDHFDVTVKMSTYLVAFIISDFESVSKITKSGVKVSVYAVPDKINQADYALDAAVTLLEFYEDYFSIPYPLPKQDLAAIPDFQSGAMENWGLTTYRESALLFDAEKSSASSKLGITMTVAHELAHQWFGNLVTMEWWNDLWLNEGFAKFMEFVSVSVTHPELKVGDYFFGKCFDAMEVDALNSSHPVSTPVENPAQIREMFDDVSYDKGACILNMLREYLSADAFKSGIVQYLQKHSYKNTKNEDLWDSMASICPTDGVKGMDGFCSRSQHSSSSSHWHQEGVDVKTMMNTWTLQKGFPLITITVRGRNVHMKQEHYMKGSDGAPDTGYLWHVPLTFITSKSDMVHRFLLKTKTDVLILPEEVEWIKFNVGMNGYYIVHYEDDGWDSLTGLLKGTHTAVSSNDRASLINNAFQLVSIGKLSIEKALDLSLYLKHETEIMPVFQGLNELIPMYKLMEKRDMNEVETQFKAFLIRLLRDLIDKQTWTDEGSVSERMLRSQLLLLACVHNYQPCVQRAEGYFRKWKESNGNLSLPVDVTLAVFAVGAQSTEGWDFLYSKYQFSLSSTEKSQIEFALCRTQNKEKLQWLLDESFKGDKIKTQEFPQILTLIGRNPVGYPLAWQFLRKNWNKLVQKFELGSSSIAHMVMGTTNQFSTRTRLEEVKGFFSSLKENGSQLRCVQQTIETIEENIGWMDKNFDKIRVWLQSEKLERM
XiGFP reactiv: activators of inactive X chromosome reactivation, primary screen, imaging, XiGFP fibroblasts, GFP high-content imaging, set 2 | XiGFP mouse fibroblasts, % GFP-positive cells imaging, 3 d; cells co-treated with 5-aza-dC sensitizer; scaled so ellipticine positive control = 100% | hit rate 0.055% among 360,000 | activation, % at 7.58 µM;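 active = mean normalized replicate activation at least 10% and every replicate at or above 10%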;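 also: 0% = median of on-plate neutral control wells and 100% = ellipticine 6 µM median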
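Material: SV40-immortalized XiGFP fibroblast cells, line 68-5-11 | Buffer or medium: DMEM containing 5-aza-dC | Dosing: One concentration, pinned | Times: 3 d treatment, 15 min room-temperature fixation | Controls: Ellipticine 6 µM positive control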
E-selectin induc: E-selectin induction in HUVECs, primary screen, imaging, HUVEC, immunofluorescence imaging, single point | AID 686992, 2013 | activation, % at 7.58 µM | P16581 | hit rate 0.37% among 260,000 | normalized: neutral wells 0, TNF-alpha wells 100;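 active = mean E-selectin-positive cell signal at least 10% of the positive control, reached in at least 60% of replicates, without over 20% cell loss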;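 also: in these data hits start at about 27%; measured in HUVEC primary endothelial cells; signal is the percent of cells scored E-selectin positive by PE staining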
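Assay system: HUVEC primary endothelial cells. Input: 3,000 HUVEC seeded per well. Doses: one compound dose added by pin transfer. Read-out basis: % PE-positive cells. Benchmarks: TNF-alpha high, DMSO low. Detection: immunofluorescence imaging. Buffer or medium: EGM-2, gelatin.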
RAD52 inh: RAD52 DNA annealing inhibitors, primary screen, biochemical, FRET, single point, set 2; DNA repair protein RAD52 homolog (Homo sapiens), P43351; recombinant RAD52 DNA annealing, FRET fluorescence; inhibition, % at 18.7 µM; hit rate 0.46% among 360,000; AID 651710, 2012;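 active = every replicate showing at least 50% inhibition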
RAD54 inh: inhibitors of human RAD54 branch migration, primary screen, biochemical, fluorescence, single point; DNA repair and recombination protein RAD54-like (Homo sapiens), Q92698; RAD54 Holliday junction branch migration, FAM/BHQ fluorescence; inhibition, % at 10.4 µM; hit rate 0.14% among 360,000; AID 602329, 2012;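 active = mean normalized replicate activity at least 40 and at least half of replicates scoring 40 or more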;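 also: 0% = median of neutral control wells and 100% = median of positive control wells; inhibitors cause a drop in the FAM fluorescence signal; in these data hits start at about 50%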
S100A4 MyoIIA: inhibitors of S100A4-myosin IIA peptide binding, primary screen, biochemical, fluorescence polarization, TAMRA-MyoIIA peptide; hit rate 0.14% among 360,000; inhibition, % at 10.7 µM; AID 652163, 2013;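 active = mean inhibition of at least 70% across replicates, with every replicate also reaching that level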
Target sequence (P26447 whole entry, looked up): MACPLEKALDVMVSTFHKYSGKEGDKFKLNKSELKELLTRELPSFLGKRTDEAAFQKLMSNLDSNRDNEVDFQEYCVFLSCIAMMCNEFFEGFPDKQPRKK
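Test system – S100A4 monomer (human) · Compound – single-point compound testing · Schedule – 5 min incubation before reading · Probe or stimulus – TAMRA-labelled myosin IIA heavy-chain peptide probe, 5 nM · Benchmarks – neutral control DMSO, positive control TFP · Medium – Calcium-containing HEPES buffer, pH 7.2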
* = called active by the depositor; / = no result given. This is a random part of the collection. About 2.5% of those tested had a hit in this group.

Results follow in this order: esBAF inh | ERp5 inh | ERAP1 inh | XiGFP reactiv | E-selectin induc | RAD52 inh | RAD54 inh | S100A4 MyoIIA
1. C[C@@H]1CCCCO[C@H](CN(C)Cc2ccccc2)[C@@H](C)CN([C@H](C)CO)C(=O)c2cc(NS(C)(=O)=O)ccc2O1
→ -8 | 3 | -1 | -1.2 | -0.1 | 5 | 2 | 4
2. CCCN(C)C[C@@H]1Oc2cc(C#C[C@@H](C)O)ccc2S(=O)(=O)N([C@H](C)CO)C[C@@H]1C
→ 5 | -3 | 1 | -0.6 | -0.4 | -13 | -4 | -8
3. Cn1cc(CN2CCCC(C(=O)Nc3ccc(-c4cccc(F)c4)cc3)C2)cn1 (centres undefined)
→ -31 | 2 | -5 | 0.2 | / | -169 | 1 | -4
4. COc1ccc(CN(C)C[C@@H]2Oc3ccc(NC(=O)Nc4cccc5ccccc45)cc3CC(=O)N([C@@H](C)CO)C[C@@H]2C)cc1
→ -2 | 7 | 0 | 0.0 | 0.4 | -14 | -4 | -7
5. CCOc1ccc(C(=O)NC2CC(C)(C)NC(C)(C)C2)cc1
→ -2 | -4 | 0 | 0.1 | / | -9 | -9 | 0
6. O=C(c1cccc(F)c1)N1CCCCN2[C@H](CO)[C@@H](c3ccc(C#CC4(O)CCCC4)cc3)[C@H]2C1
→ 8 | -2 | 0 | 0.0 | -0.3 | -6 | 7 | 0
7. Cc1ccc(-c2[nH][nH]c(=O)c(=O)c2N=Nc2ccccc2)cc1
→ -2 | -3 | / | -0.2 | 0.4 | 2 | 5 | -9
8. COc1ccc(-c2nc3c4ccccc4ccn3c2Cc2cccc(Cl)c2)cc1OC
→ 4 | -5 | -1 | / | 0.0 | -86 | 2 | -1
9. COc1ccc2[nH]c(C(=O)N3CCc4ccccc4C3)c(C)c2c1
→ 15 | 2 | 1 | 0.0 | / | -1 | 7 | -2
10. CCOC(=O)C(C)(C)CC#CCN(CC#Cc1ccccc1)S(=O)(=O)c1ccc(C)cc1
→ / | 1 | 1 | -0.1 | -0.2 | -28 | / | -3
11. Cc1noc(C)c1NC(=O)N(C)C[C@H]1Oc2ncc(C#CC3CC3)cc2C(=O)N([C@H](C)CO)C[C@@H]1C
→ / | -4 | 2 | -0.8 | 0.8 | 10 | -4 | -1
12. NC(Cc1ccc(Cl)cc1)c1csc(Nc2ccc(S(N)(=O)=O)cc2)n1 (centres undefined)
→ 5 | -1 | -1 | 0.0 | -2.2 | 4 | 4 | -3
13. COc1ccc(CCNC(=O)c2cccc(S(=O)(=O)N3CCOCC3)c2)cc1OC
→ 8 | 6 | -3 | 0.0 | / | -5 | -11 | 1
14. COc1cccc(NC(=O)c2nc(SC)ncc2Cl)c1
→ -3 | 5 | 0 | 0.0 | / | -3 | -5 | 0
15. CC(C)(C)N(NC(=O)c1ccccc1)C(=O)c1cccc(C(=O)N(NC(=O)c2ccccc2)C(C)(C)C)c1
→ -10 | 2 | 0 | / | / | -4 | 6 | -2
16. C[C@H]1CN([C@@H](C)CO)C(=O)Cc2cc(NS(=O)(=O)c3ccc(F)cc3)ccc2O[C@@H]1CN(C)S(=O)(=O)c1ccc(F)cc1
→ 3 | 3 | -5 | 0.2 | -0.3 | 7 | 1 | 2
17. C=CCSc1ncnc2sc(C)c(C)c12
→ -1 | 11 | 1 | 0.0 | 3.2 | -8 | -5 | -22
18. CN(CC(=O)Nc1ccc(F)c(F)c1)S(=O)(=O)c1cccc2cccnc12
→ -2 | 0 | -5 | 0.1 | 0.2 | -3 | -2 | -3
19. Cc1ccnc(NC(=O)c2ccc(OCC3CCCO3)cc2)c1 (centres undefined)
→ / | 0 | -3 | 0.2 | / | -1 | -3 | -3
20. CC1CCN(CCCN2C(=O)C3C(C(=O)Nc4cccc(Cl)c4)C4C=CC3(O4)C2C(=O)NC2CCCCC2)CC1 (centres undefined)
→ -2 | -2 | 0 | 0.2 | 0.6 | -6 | 4 | 0
21. CC(C)(O)[C@@H]1CC[C@@](C)(C2CC[C@]3(C)C2[C@H](O)CC2[C@@]4(C)CC[C@H](O)C(C)(C)C4[C@@H](O[C@H]4O[C@@H](CO)[C@H](O)[C@@H](O)[C@@H]4O[C@@H]4O[C@H](CO)[C@@H](O)[C@H](O)[C@H]4O)C[C@]23C)O1 (stereo in doubt)
→ -4 | 0 | / | 0.0 | -0.2 | -17 | 6 | 13
22. COc1cc(OC)nc(NC(=O)C(C)C)n1
→ -5 | 8 | 1 | 0.6 | -0.1 | 6 | -2 | -1
23. COc1ccccc1CC(=O)OCC(=O)N1CCN(c2ccc(F)cc2)CC1
→ -5 | -7 | -3 | -0.1 | -0.7 | -7 | -8 | -2
24. COc1ccc(-c2ccc([C@@H]3[C@@H](C#N)N(C(=O)C4CCCC4)[C@H]3CO)cc2)cc1
→ 2 | 0 | 3 | 0.0 | -0.4 | 12 | 7 | -7
25. CC(=O)CCN1CCSCCS1(=O)=O
→ / | 1 | -1 | -0.1 | -0.1 | -4 | / | 1
26. CCc1nc(SCC(N)=O)c2c(=O)n(C)c(=O)n(C)c2n1
→ 0 | 3 | 5 | 0.1 | / | -11 | -16 | 1
27. CC(=O)c1cccc(NC(=O)NNC(=O)c2ccc3ccccc3c2)c1
→ / | -9 | 1 | 0.0 | -0.3 | 3 | 2 | 4
28. COc1ccc(CCNc2nc(Cl)nc(NC(C)(C)CO)n2)cc1OC
→ -4 | -1 | -4 | -0.1 | 0.3 | -14 | -3 | 0
29. Cn1nc(C(=O)N2CCN(c3ccccc3)CC2)c2c1-c1ccccc1S(=O)(=O)C2
→ 1 | -7 | 1 | 0.1 | / | -8 | 5 | 0
30. O=c1[nH]cnc(O)c1C(c1ccc2c(c1)OCO2)c1c(O)nc[nH]c1=O
→ 4 | -1 | -2 | 0.0 | / | -15 | 3 | -2
31. Cc1cc(NC(=O)C(C)C)n(-c2nc3ccccc3s2)n1
→ 22 | -7 | -1 | 0.2 | 0.5 | -16 | 4 | 7
32. O=C(NCCc1ccccc1)c1ccc2c(c1)S(=O)(=O)N=C1CCCCCN12
→ 18 | -11 | -1 | 0.2 | 1.5 | -3 | -12 | 0
33. CN(C)CC#Cc1ccc([C@H]2[C@@H](CO)N3CCCCN(C(=O)c4ccc5c(c4)OCO5)C[C@@H]23)cc1
→ -2 | -8 | -1 | -0.1 | 0.0 | -6 | 3 | 9
34. CCOC(=O)C1(CCOC)CCN(Cc2ccc3nonc3c2)CC1
→ / | 0 | / | 0.0 | 10 | -23 | -8 | -1
35. Cc1ccc(N(CC(=O)N2CCN(c3ccccc3F)CC2)S(=O)(=O)c2c(C)noc2C)cc1
→ -6 | 0 | 3 | 0.1 | / | 1 | -6 | -3
36. COC(=O)[C@H](Cc1ccccc1)NC(=O)NCCc1ccc(F)cc1
→ 2 | 3 | -3 | 0.1 | -0.1 | -12 | 10 | -3
37. CN(C)S(=O)(=O)c1ccc(C(=O)Nc2nnc(SCc3ccccc3)s2)cc1
→ / | 0 | 2 | 0.0 | -1.4 | -2 | -2 | 2
38. O=C(COC(=O)CNC(=O)c1cccc([N+](=O)[O-])c1)NCc1ccco1
→ -10 | 1 | -3 | 0.0 | -1.4 | 0 | -2 | 2
39. COC(=O)[C@H](NC(=O)c1cc(-c2ccccc2)nc2ccccc12)c1ccccc1
→ -3 | -2 | 1 | -0.1 | 1.4 | -12 | -4 | 0
40. c1coc(C2=NCCc3ccccc32)c1
→ -2 | -7 | -2 | 0.1 | / | -12 | 0 | -5

Some of the entries so far, in transposed form.
24) COc1ccc(-c2ccc([C@@H]3[C@@H](C#N)N(C(=O)C4CCCC4)[C@H]3CO)cc2)cc1
25) CC(=O)CCN1CCSCCS1(=O)=O
screen / no.,24,25
esBAF inh,2,/
ERp5 inh,0,1
ERAP1 inh,3,-1
XiGFP reactiv,0.0,-0.1
E-selectin induc,-0.4,-0.1
RAD52 inh,12,-4
RAD54 inh,7,/
S100A4 MyoIIA,-7,1

More entries:
Results follow in this order: esBAF inh | ERp5 inh | ERAP1 inh | XiGFP reactiv | E-selectin induc | RAD52 inh | RAD54 inh | S100A4 MyoIIA
41. C=CCN=C1CC(C)(C)CC(=O)/C1=C(\O)CCCN1C(=O)c2ccccc2C1=O
→ / | 3 | 3 | 0.0 | / | -20 | / | -9
42. O=C(Nc1ccc(F)c(Cl)c1)C1CCCC1
→ / | 0 | 1 | 0.1 | -0.5 | 3 | -7 | 2
43. CCn1c2ccccc2c2cc(NC(=O)C3CCN(S(=O)(=O)c4cccs4)CC3)ccc21
→ -14 | -1 | -3 | / | / | -22 | 4 | -13
44. COc1ccc(C(=O)N2CCN(c3ccccc3)CC2)cc1S(=O)(=O)N1CCCC1
→ 12 | -8 | -1 | 0.2 | -0.1 | -19 | -8 | -20
45. Cc1cccc(S(=O)(=O)NC[C@@H]2CC[C@H]3NC[C@H]3O2)c1
→ / | 1 | 1 | / | / | 2 | / | 7
46. C[C@@H]1CN([C@@H](C)CO)C(=O)c2cccc(NC(=O)Nc3ccc(F)cc3)c2O[C@H]1CN(C)C(=O)Nc1ccc2c(c1)OCO2
→ 8 | -2 | -6 | -1.1 | 0.0 | -3 | -1 | -2
47. CCOC(=O)N1CCN(CC(=O)NC(=O)Nc2ccc3c(c2)OCCO3)CC1
→ 0 | 19 | -1 | 0.3 | 0.1 | -2 | 9 | 14
48. CC(=O)Oc1cc(C(=O)OCC(=O)NC23CC4CC(CC(C4)C2)C3)cc(OC(C)=O)c1OC(C)=O
→ -15 | -1 | -11 | 0.1 | -1.3 | -3 | -3 | 1
49. Nc1nc(N)c2c(n1)CCCC2
→ -8 | 5 | -1 | -0.1 | 3.1 | 0 | / | -3
50. N/C(=N\OC(=O)Nc1ccccc1)c1cccc(C(F)(F)F)c1
→ 16 | -2 | -1 | 0.0 | / | -5 | -2 | -7
51. COc1ccc(C)cc1NC(=O)C1CCC(CNc2c(N3CCOCC3)c(=O)c2=O)CC1 (centres undefined)
→ 0 | -7 | 1 | 0.2 | 0.1 | -3 | 0 | -3
52. O=C(NC(=S)NC1CCS(=O)(=O)C1)c1ccccc1F (centres undefined)
→ 3 | -5 | 1 | -0.1 | 0.1 | -3 | -2 | 3
53. N#Cc1ccccc1Oc1ccccc1C=O
→ / | 2 | 0 | 0.0 | / | -14 | / | 0
54. COc1ncnc2c1ncn2CCCNCc1ccccc1
→ -7 | -1 | -2 | 0.1 | 0.9 | -7 | 6 | -5
55. COc1ccccc1CNC(=O)OCc1nccnc1C(=O)Nc1ccc(Br)cn1
→ 4 | 4 | 1 | 0.2 | / | 0 | 0 | 1
56. COc1cccc(Nc2c(Nc3cccc(OC)c3)c(=O)c2=O)c1
→ -6 | -12 | 1 | 0.2 | -0.2 | -22 | -3 | 0
57. COc1ccc(-c2cn3cc(C)ccc3n2)cc1F
→ -37 | -3 | 0 | -0.1 | 6.7 | -9 | 0 | 5
58. COc1ccc(NC2CCCN(C(=O)c3cccc(C)n3)C2)cc1OC (centres undefined)
→ -2 | 4 | 0 | 0.0 | / | 2 | 7 | 0
